Bioassay records (PubChem BioAssay)
IDH1 mut inh = IDH1 R132H (human) inhibition. O75874. IDH1 R132H reductase, diaphorase/resazurin fluorescence, 60 min. inhibition, % at 10 µM. 0.18% of 70,000 active. AID 624101; in the data active = inhibition above about 34%;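 note: 0% = DMSO and 100% = no enzyme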
Target sequence (O75874 whole entry R132H): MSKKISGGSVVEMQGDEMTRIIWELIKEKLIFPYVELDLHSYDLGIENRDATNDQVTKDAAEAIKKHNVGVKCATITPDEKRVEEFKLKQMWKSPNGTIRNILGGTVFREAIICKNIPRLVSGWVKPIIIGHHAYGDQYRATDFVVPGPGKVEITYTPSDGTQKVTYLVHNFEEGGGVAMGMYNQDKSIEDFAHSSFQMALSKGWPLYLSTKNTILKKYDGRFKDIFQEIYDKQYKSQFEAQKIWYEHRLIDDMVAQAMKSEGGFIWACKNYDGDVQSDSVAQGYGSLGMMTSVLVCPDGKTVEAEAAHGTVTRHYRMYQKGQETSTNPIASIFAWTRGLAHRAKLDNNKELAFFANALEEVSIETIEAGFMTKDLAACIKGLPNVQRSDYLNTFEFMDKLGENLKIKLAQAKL
EZH2 inh = inhibitors of human EZH2/PRC2 methyltransferase | 0.35% of 57,000 active | PRC2 H3K27 methylation, DELFIA TRF, 1 h | Q15910 | inhibition, % at 12.5 µM | AID 651548;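 active = mean inhibition of replicates at least 50% and every single replicate also reaching 50%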;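 note: dimethyl H3K27 on biotinylated H3 21-44 peptide detected by antibody; plate controls were median neutral control wells for no effect and median positive control wells for full effect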
* marks the source's active call; other numbers are inactive results; / = no result given; & = joins results of further samples. The list is partial (hit frequency here may not be typical).

Under each structure – IDH1 mut inh	EZH2 inh
- C[C@@H]1CN([C@H](C)CO)S(=O)(=O)c2ccc(C#CC3(O)CCCC3)cc2O[C@H]1CN(C)C(=O)Cc1ccccc1
    -0.5	/
- Cc1noc(C)c1NC(=O)N(C)C[C@H]1Oc2ccc(NC(=O)CCCN(C)C)cc2C(=O)N([C@@H](C)CO)C[C@H]1C
    1.8	/
- NS(=O)(=O)Cc1noc2ccccc12
    -0.6	5
- Cc1noc(C)c1NC(=O)Nc1ccc2c(c1)C(=O)N([C@@H](C)CO)C[C@H](C)[C@H](CN(C)Cc1ccc(C(=O)O)cc1)O2
    0.1	/
- Cc1cccc(NC(=O)CN(c2ccccc2F)S(C)(=O)=O)c1
    0.2	-8
- CC(C)CC#Cc1cnc2c(c1)C(=O)N([C@@H](C)CO)C[C@H](C)[C@@H](CN(C)C(=O)NC1CCCC1)O2
    -0.5	/
- C/C=C/c1ccc2c(c1)O[C@H](CN(C)C(=O)c1cnccn1)[C@@H](C)CN([C@H](C)CO)S2(=O)=O
    0.0	8
- O=C(Cc1ccccc1[N+](=O)[O-])Nc1ccccc1CO
    0.1	-3
- C[C@H]1CN([C@@H](C)CO)C(=O)c2cc(NC(=O)C3CCCCC3)ccc2O[C@H]1CN(C)Cc1ccc(-c2ccccc2)cc1
    0.8	/
- Cc1ncc(CO)c(/C=N/NC(=O)CCCCCC(=O)O)c1O
    -0.6	2
- Cc1noc(C)c1S(=O)(=O)N(C)C[C@H]1OCCCC[C@H](C)Oc2ccc(NC(=O)Nc3cccc4ccccc34)cc2C(=O)N([C@@H](C)CO)C[C@@H]1C
    2.6	/
- COCC#Cc1cnc2c(c1)C(=O)N([C@@H](C)CO)C[C@@H](C)[C@@H](CN(C)C(=O)c1ccc(F)cc1)O2
    0.0	1
- C[C@@H]1CCCCO[C@@H](CN(C)Cc2ccc(Cl)c(Cl)c2)[C@@H](C)CN([C@H](C)CO)C(=O)c2cc(NS(=O)(=O)c3ccc(F)cc3)ccc2O1
    -0.1	/
- CC1(C)Cc2c(sc3c2c2ncnn2c2nnc(SCC(=O)NCc4ccccc4)n32)CO1
    0.3	-7
- CC(C)CC#Cc1ccc2c(c1)O[C@H](CN(C)Cc1cccc(F)c1)[C@@H](C)CN([C@H](C)CO)S2(=O)=O
    1.5	-2
- CCCN(C)C[C@@H]1OCCCC[C@H](C)Oc2ccc(NC(=O)NC3CCCCC3)cc2C(=O)N([C@@H](C)CO)C[C@@H]1C
    2.5	-6
- COc1ccc(NC(=O)Nc2cccc3c2O[C@H](CN(C)C(=O)NC2CCCCC2)[C@H](C)CN([C@@H](C)CO)C3=O)cc1
    /	-15
- C[C@@H]1CN([C@@H](C)CO)S(=O)(=O)c2ccc(-c3cccnc3)cc2O[C@H]1CN(C)C(=O)NC1CCCC1
    -0.1	-4
- COc1ccc(NC(=O)N(C)C[C@@H]2Oc3ccc(NC(=O)c4ccncc4)cc3C(=O)N([C@@H](C)CO)C[C@H]2C)cc1
    /	6
- C[C@H]1CCCCO[C@H](CN(C)CC2CCCCC2)[C@@H](C)CN([C@@H](C)CO)C(=O)c2cc(NC(=O)Nc3ccc(F)cc3)ccc2O1
    -0.2	/
- C/C=C/c1ccc2c(c1)O[C@@H](CN(C)C(=O)COC)[C@@H](C)CN([C@@H](C)CO)S2(=O)=O
    0.0	6
- CO[C@H]1CC[C@H]2CCN(C)C(=O)[C@@H](C)[C@H](OC)CN(C)C(=O)c3cccc(C#N)c3OC[C@@H]1O2
    -0.4	-2
- C[C@@H]1CN([C@@H](C)CO)C(=O)c2cccc(NC(=O)c3nc4ccccc4s3)c2O[C@H]1CN(C)C(=O)Nc1ccc(F)cc1
    0.8	/
- COC1CC(OC2CCC3(C)C(CCC4(O)C3CC(OC(=O)c3ccccc3)C3(C)C(O)(C(C)=O)CCC43O)C2)OC(C)C1OC1CC(OC)C(OC2OC(C)C(OC3OC(CO)C(O)C(O)C3O)C(OC)C2O)C(C)O1 (stereo unspecified)
    0.1	-19
- COc1ccc(OCC(=O)Nc2cc(Cl)ccc2N2CCOCC2)cc1
    0.9	/
- COc1cc(O[C@@H]2O[C@H](CO)[C@@H](O)[C@H](O)[C@H]2O)c2c(=O)cc(-c3ccccc3)oc2c1OC
    -0.1	-9
- Cc1noc(C)c1S(=O)(=O)N(C)C[C@H]1Oc2ccc(NC(=O)CCN3CCOCC3)cc2CC(=O)N([C@H](C)CO)C[C@@H]1C
    -0.4	/
- CC(=O)N(C)C[C@H]1Oc2ncc(-c3ccccc3F)cc2C(=O)N([C@H](C)CO)C[C@H]1C
    -8.9	1
- C[C@H](CO)N1C[C@H](C)[C@H](CN(C)S(=O)(=O)c2ccc(F)cc2)Oc2c(NC(=O)C3CC3)cccc2C1=O
    2.2	-3
- Cc1c(O)nc(SC2CC(=O)N(c3ccccc3)C2=O)[nH]c1=O (stereo unspecified)
    0.1	2
- Cc1ccc(S(=O)(=O)Nc2cccc3c2O[C@H](CN(C)Cc2ccc(-c4ccccc4)cc2)[C@@H](C)CN([C@@H](C)CO)C3=O)cc1
    3.9	/
- C[C@@H]1CN([C@H](C)CO)C(=O)c2cc(NC(=O)Nc3ccc4c(c3)OCO4)ccc2O[C@H]1CN(C)C(=O)Nc1ccccc1
    0.3	/
- COc1ccc(S(=O)(=O)N[C@@H]2C=C[C@@H](CC(=O)NCCc3ccccc3)O[C@@H]2CO)cc1
    0.0	6
- COc1ccc(OC)c(N(CC(=O)Nc2cccc(Cl)c2C)S(C)(=O)=O)c1
    0.0	-17
- CCN(CC(=O)Nc1cccc(Cl)c1C)S(=O)(=O)c1ccc(F)cc1
    -0.7	9
- CCC(=O)Nc1ccc2c(c1)C(=O)N(C)C[C@@H](OC)[C@H](C)CN(C(=O)c1ccncc1)[C@H](C)CO2
    -0.1	10
- CNC[C@@H]1Oc2ccc(NC(=O)Nc3ccc(OC)cc3)cc2C(=O)N([C@H](C)CO)C[C@@H]1C
    0.7	2
- C[C@@H]1CN([C@@H](C)CO)C(=O)c2cc(-c3cccc(F)c3)cnc2O[C@H]1CN(C)Cc1cccc(F)c1
    -0.6	-13
- COCC#Cc1ccc2c(c1)O[C@H](CN(C)Cc1ccc(F)cc1)[C@@H](C)CN([C@@H](C)CO)S2(=O)=O
    0.3	17
- C[C@@H]1CN([C@@H](C)CO)C(=O)c2cc(-c3ccc(C#N)cc3)cnc2O[C@@H]1CN(C)CC1CC1
    0.0	-10

Random excerpt: 2 entries already listed, in no set order.
Under each structure – IDH1 mut inh	EZH2 inh
- Cc1c(O)nc(SC2CC(=O)N(c3ccccc3)C2=O)[nH]c1=O (stereo unspecified)
    0.1	2
- Cc1ccc(S(=O)(=O)Nc2cccc3c2O[C@H](CN(C)Cc2ccc(-c4ccccc4)cc2)[C@@H](C)CN([C@@H](C)CO)C3=O)cc1
    3.9	/

The list continues.
Under each structure – IDH1 mut inh	EZH2 inh
- C[C@@H]1CN([C@@H](C)CO)C(=O)CCCn2cc(nn2)CO[C@H]1CN(C)C(=O)CCC(F)(F)F
    2.0	8
- CO[C@H]1CN(C)C(=O)c2cc(NC(=O)C3CCC3)ccc2OC[C@H](C)N(Cc2nccs2)C[C@H]1C
    0.4	-5
- Cc1ccc(S(=O)(=O)N(C)C[C@@H]2Oc3ccc(NS(C)(=O)=O)cc3CC(=O)N([C@@H](C)CO)C[C@@H]2C)cc1
    0.2	/
- O=C(C[C@@H]1C=C[C@H](NC(=O)c2cccc(F)c2)[C@H](CO)O1)NCCN1CCCC1
    0.4	1
- C[C@@H]1CN([C@@H](C)CO)C(=O)c2cc(NC(=O)CCN3CCOCC3)ccc2O[C@H]1CN(C)Cc1ccc(C(F)(F)F)cc1
    1.3	-7
- C[C@@H]1CN([C@H](C)CO)C(=O)c2cc(-c3ccc(C(=O)N(C)C)cc3)cnc2O[C@@H]1CN(C)C(=O)CN(C)C
    -4.9	8
- COc1ccc(F)cc1S(=O)(=O)n1cnc2ccccc21
    -0.2	4
- C[C@H]1CCCCO[C@H](CN(C)C(=O)Cc2ccccc2)[C@@H](C)CN([C@@H](C)CO)C(=O)c2cc(NC(=O)c3ccncc3)ccc2O1
    1.8	/
- COC(=O)/C=c1/sc2n(c1=O)C(C)=CC(C)(C)N=2
    -0.1	0
- C[C@H]1CN([C@@H](C)CO)C(=O)c2cc(NC(=O)Nc3cccc4ccccc34)ccc2O[C@H]1CN(C)C(=O)Nc1ccc(C(F)(F)F)cc1
    -0.3	/
- CCC(Oc1cccc(NC(=O)c2cccc(OC)c2)c1)C(=O)c1ccccc1 (stereo unspecified)
    1.2	/
- C=CCNC(=O)[C@H]1[C@@H]2C(=O)O[C@@H](c3ccccc3)[C@@H](c3ccccc3)N2[C@@H](c2ccc(O)cc2)[C@]12C(=O)Nc1ccc(C#CC3=CCCCC3)cc12
    0.4	-25
- O=C(CCN1C(=O)c2ccccc2S1(=O)=O)Nc1cccc2ccccc12
    0.0	1
- COc1cc(N)c(Cl)cc1C(=O)CCC1CCN(CCNS(C)(=O)=O)CC1
    -2.3	-6
- C[C@@H](NC(=O)C[C@H]1CC[C@H](NC(=O)c2cccnc2)[C@@H](CO)O1)c1ccccc1
    -0.2	9
- Cc1ccc(/C=N/NC(=O)c2ccc(C(=O)NO)cc2)o1
    /	-4
- O=C(/C=C/N1CCOCC1)c1csc(-c2ccc(C(F)(F)F)cc2)n1
    0.3	5
- COc1ccc(S(=O)(=O)Nc2ccc3c(c2)CC(=O)N([C@@H](C)CO)C[C@H](C)[C@H](CN(C)C(=O)Nc2c(C)noc2C)O3)cc1
    -0.1	/
- CCCC#Cc1cnc2c(c1)C(=O)N([C@H](C)CO)C[C@H](C)[C@@H](CN(C)C(=O)CCN1CCCCC1)O2
    -0.9&0.3	-8&-6
- C[C@@H]1CN([C@H](C)CO)C(=O)c2cc(NC(=O)NC3CCCCC3)ccc2O[C@@H]1CN(C)Cc1ccc(Cl)c(Cl)c1
    3.0	/
- C[C@@H]1CN([C@H](C)CO)C(=O)CCCn2nncc2CO[C@H]1CN(C)Cc1ccc(Oc2ccccc2)cc1
    -2.7	3
- O=C(CCCCCC(=O)N/N=C/c1ccccc1O)NO
    -0.1	1
- O=C(C[C@H]1C[C@H]2c3cc(NS(=O)(=O)c4ccc(F)cc4)ccc3O[C@H]2[C@@H](CO)O1)NCC1CC1
    -0.2	10
- COc1ccc(Nc2nc(N)nc(CSc3nncn3C)n2)cc1
    -0.1	4
- C[C@H](CO)N1C[C@H](C)[C@@H](CN(C)C(=O)Nc2ccc(N3CCN(C)CC3)cc2)OCc2cnnn2CCCC1=O
    0.1	-2
- COc1ccc(C)cc1NC(=O)CSc1nc2ccccc2c(=O)n1-c1ccc(Cl)cc1
    -0.2	-9
- COCC(=O)Nc1ccc2c(c1)OC[C@H](C)N(C(=O)CC1CC1)C[C@@H](C)[C@@H](OC)CN(C)C2=O
    -0.1	0
- CN1CCN(C(=O)C[C@@H]2C[C@H]3c4cc(NC(=O)Nc5ccccc5F)ccc4O[C@H]3[C@H](CO)O2)CC1
    -2.3	-5
- Cc1ccccc1-c1ccc2c(c1)O[C@@H](CN(C)C(=O)Nc1ccccc1)[C@@H](C)CN([C@@H](C)CO)S2(=O)=O
    -6.3	1
- C[C@H](CO)N1C[C@H](C)[C@H](CN(C)Cc2ccc(-c3ccccc3)cc2)Oc2ccc(NS(C)(=O)=O)cc2CC1=O
    0.8	1
- C[C@@H]1CN([C@@H](C)CO)S(=O)(=O)c2ccc(C3=CCCCC3)cc2O[C@H]1CN(C)Cc1cccnc1
    23	31
- C[C@H]1CN([C@@H](C)CO)C(=O)c2cccc(NC(=O)CCCCCC(=O)Nc3ccccc3N)c2O[C@@H]1CN(C)C(=O)Nc1ccc(F)cc1
    0.1	0
- CNC[C@@H]1Oc2ccc(NC(=O)C3CC3)cc2C(=O)N([C@H](C)CO)C[C@H]1C
    1.6	12
- O=C(N/N=C/C1=CCCCC1)c1ccccc1O
    0.0	17
- O=C(C[C@H]1CC[C@H](NC(=O)CN2CCOCC2)[C@H](CO)O1)NCCc1ccncc1
    0.1	-9
- CC(=O)N(C)C[C@H]1Oc2ncc(C#Cc3cccc(F)c3)cc2C(=O)N([C@H](C)CO)C[C@@H]1C
    0.1	-4
- O=C(COc1ccc2oc3c(c2c1)CCCC3)NCCN1CCOCC1
    0.7	/
- CN(C)CCNc1oc(COc2ccc(Br)cc2)nc1C#N
    0.0	/
- C[C@H](CO)N1C[C@H](C)[C@H](CN(C)S(C)(=O)=O)Oc2ncc(C#Cc3cccc(F)c3)cc2C1=O
    /	-5
- CN1CCN(C(=O)C[C@H]2CC[C@H](NC(=O)Nc3ccccc3F)[C@H](CO)O2)CC1
    0.2	6

Record cards, from the list above. Screens in order: IDH1 mut inh, EZH2 inh
O=C(CCCCCC(=O)N/N=C/c1ccccc1O)NO as listed: -0.1, 1
C[C@H](CO)N1C[C@H](C)[C@@H](CN(C)C(=O)Nc2ccc(N3CCN(C)CC3)cc2)OCc2cnnn2CCCC1=O as listed: 0.1, -2
C[C@@H]1CN([C@H](C)CO)C(=O)CCCn2nncc2CO[C@H]1CN(C)Cc1ccc(Oc2ccccc2)cc1 as listed: -2.7, 3
CN1CCN(C(=O)C[C@@H]2C[C@H]3c4cc(NC(=O)Nc5ccccc5F)ccc4O[C@H]3[C@H](CO)O2)CC1 as listed: -2.3, -5
